High-throughput results as filed in PubChem.
hgDAF-12 ag: agonists of H. glycines DAF-12 nuclear receptor; HEK293 GAL4-hgDAF12 UAS-luciferase reporter, agonist luminescence; normalized to butyrate control; activation, % at 6.8 µM; 370,000 tested, 1.8% active;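 active means activation above a cutoff set at the mean of all screened compounds plus 3 SD, cut at about 10% in these data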;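 further: 0% = DMSO wells and 100% = sodium butyrate wells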
MBD2 inh: inhibitors of human MBD2 binding to methylated oligonucleotide. Q9UBB5. TR-FRET. inhibition, % at 4.4 µM. 370,000 tested, 0.31% active; in the data active means inhibition above about 13%
DAX1 inh-1: NR0B1 (DAX1) inhibition. P51843. HEK293 Gal4-DAX1 luciferase reporter, luminescence. inhibition, % at 6.75 µM. 340,000 tested, 0.99% active. AID 504766;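 active means inhibition above the mean over all tested compounds plus 3 SD, cut at about 4.2% in these data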;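 further: 0% = DAX1-transfected cells with DMSO and 100% = empty-vector control cells with DMSO; inhibition shows as a rise in luminescence from relieved DAX1 repression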
ADAM17 inh: inhibits human ADAM17 | P78536 | recombinant ADAM17, EDANS/DABCYL FRET peptide cleavage | inhibition, % at 6.95 µM | 370,000 tested, 0.83% active | AID 720648;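 active means inhibition above the mean of compounds lying between control limits plus 3 SD, set per campaign, cut at about 8.5% in these data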;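 further: 0% = DMSO-only wells as the low control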
SMARCA2 act: SMARCA2 function activation, primary screen. MG213 cells, MMTV-luciferase reporter, dexamethasone, overnight. activation, % at 9.1 µM. 370,000 tested, 1% active. AID 652017; in the data active means activation above about 7.8%;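 further: 0% = vehicle wells and 100% = reference activator wells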
DAX1 inh-2: inhibitors of DAX1 repression of SF-1 activated StAR promoter; HEK293T StAR-luciferase reporter, SF-1/DAX-1 repression relief; inhibition, % at 6.8 µM; 370,000 tested, 1.1% active; AID 652010;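 active means inhibition above the mean over all tested compounds plus 3 SD, cut at about 3.6% in these data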;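 further: 0% = DAX-1 cells with DMSO and 100% = cells lacking DAX-1 with DMSO; higher inhibition means more luminescence from relief of DAX-1 repression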
hcDAF-12 act: activators of H. contortus DAF-12 nuclear receptor; HEK293 hcDAF-12 lit1-tk-luc reporter, luminescence; 0% DMSO, 100% Δ7-dafachronic acid; AID 652067; 370,000 tested, 1.4% active; activation, % at 6.8 µM;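 active means activation above the mean of all tested compounds plus 3 SD, cut at about 5.5% in these data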;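 further: 100% = response to 3 µM Δ7-dafachronic acid high control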
PLCg1 inh: blocks human PLC-gamma1 enzyme activity; purified PLC-gamma1, fluorogenic substrate, fluorescence; 370,000 tested, 0.84% active; inhibition, % at 12.2 µM; in the data active means inhibition above about 9.5%
PLCb3 inh: PLC-beta3 (human) inhibition, primary screen. Purified PLC-beta3, fluorogenic substrate, fluorescence. inhibition, % at 12.2 µM. Q01970. AID 720704. 370,000 tested, 0.18% active; in the data active means inhibition above about 11%;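 further: 0% = median of compound wells on plate and 100% = full blocker control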
Target sequence (Q01970 whole entry, looked up): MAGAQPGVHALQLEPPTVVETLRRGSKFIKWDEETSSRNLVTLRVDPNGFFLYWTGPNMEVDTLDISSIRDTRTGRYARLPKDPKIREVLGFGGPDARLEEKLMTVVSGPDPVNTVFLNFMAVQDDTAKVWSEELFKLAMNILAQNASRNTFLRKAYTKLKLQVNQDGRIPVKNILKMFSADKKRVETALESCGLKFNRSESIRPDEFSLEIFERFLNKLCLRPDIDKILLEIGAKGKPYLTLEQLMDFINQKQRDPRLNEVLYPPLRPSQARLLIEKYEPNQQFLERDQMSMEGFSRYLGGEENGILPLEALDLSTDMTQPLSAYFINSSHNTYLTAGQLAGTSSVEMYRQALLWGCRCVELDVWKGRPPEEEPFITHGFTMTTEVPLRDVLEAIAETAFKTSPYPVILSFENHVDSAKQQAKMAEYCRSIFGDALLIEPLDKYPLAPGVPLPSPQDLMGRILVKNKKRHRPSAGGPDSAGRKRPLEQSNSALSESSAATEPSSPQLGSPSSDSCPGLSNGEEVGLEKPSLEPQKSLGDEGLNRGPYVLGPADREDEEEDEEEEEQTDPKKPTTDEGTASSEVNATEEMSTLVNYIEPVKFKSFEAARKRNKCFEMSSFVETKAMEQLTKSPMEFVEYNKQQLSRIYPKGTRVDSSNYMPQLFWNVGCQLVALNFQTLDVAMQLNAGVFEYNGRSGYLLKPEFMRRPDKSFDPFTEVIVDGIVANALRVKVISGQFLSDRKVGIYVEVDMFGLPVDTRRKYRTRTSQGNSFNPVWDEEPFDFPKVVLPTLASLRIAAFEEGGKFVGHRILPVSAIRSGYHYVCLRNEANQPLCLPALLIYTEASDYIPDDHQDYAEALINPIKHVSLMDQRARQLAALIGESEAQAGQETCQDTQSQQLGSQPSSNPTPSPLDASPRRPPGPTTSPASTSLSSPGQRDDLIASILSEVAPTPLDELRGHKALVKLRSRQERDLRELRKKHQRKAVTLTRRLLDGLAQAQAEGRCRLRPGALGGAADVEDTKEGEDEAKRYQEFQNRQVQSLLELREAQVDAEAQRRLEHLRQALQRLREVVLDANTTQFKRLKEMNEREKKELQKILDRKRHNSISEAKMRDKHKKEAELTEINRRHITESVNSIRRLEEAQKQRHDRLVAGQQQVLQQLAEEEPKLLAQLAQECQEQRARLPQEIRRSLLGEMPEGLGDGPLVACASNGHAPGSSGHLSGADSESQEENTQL
NR1D1 modulator: modulators of human Rev-erb alpha DNA binding; P20393; Rev-erbα–FITC-DNA binding, fluorescence polarization, 90 min; activity, % at 10 µM; 370,000 tested, 0.79% active; AID 1259318;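 active means activity above about 14%, limit read from the data; passing the limit was not always enough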;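 further: 0% = DMSO wells with 35 nM protein and 100% = DMSO wells with 750 nM protein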
ssDAF-12 act: activators of S. stercoralis DAF-12 nuclear receptor; activation, % at 6.8 µM; HEK293 ssDAF-12/GRIP1 lit1-tk-luc reporter, luminescence; % of 3 µM dafachronic acid response; 370,000 tested, 1% active;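 active means activation above the mean over all tested compounds plus 3 SD, cut at about 0.9% in these data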;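 further: 0% = DMSO-only wells and 100% = 3 µM delta7-dafachronic acid wells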
* marks the source's active call; other numbers are inactive results.

How did CCc1nnc(NC(=O)[C@@H]2CCCN2S(=O)(=O)c2ccc3c(c2)OCCO3)s1 do in these assays?
hgDAF-12 ag: 0.1; MBD2 inh: -0.6; DAX1 inh-1: -0.4; ADAM17 inh: -3.8; SMARCA2 act: 1.6; DAX1 inh-2: 0.3; hcDAF-12 act: -2.4; PLCg1 inh: 0.7; PLCb3 inh: 0.5; NR1D1 modulator: 2.5; ssDAF-12 act: -0.2

What do the screens show for `CC1=NN(c2ccccc2)C(=O)/C1=C\c1cn(-c2ccccc2)nc1C`?
hgDAF-12 ag: 0.6; MBD2 inh: -2.0; DAX1 inh-1: 1.2; ADAM17 inh: -1.3; SMARCA2 act: -1.7; DAX1 inh-2: -0.5; hcDAF-12 act: -0.1; PLCg1 inh: -1.7; PLCb3 inh: -2.1; NR1D1 modulator: -0.7; ssDAF-12 act: -0.5

Results for Cc1ccccc1CSCCNC(=S)Nc1ccccc1 ?
hgDAF-12 ag: -0.9; MBD2 inh: -0.8; DAX1 inh-1: 0.8; ADAM17 inh: -0.8; SMARCA2 act: 2.5; DAX1 inh-2: -0.5; hcDAF-12 act: -2.1; PLCg1 inh: -2.0; PLCb3 inh: -1.3; NR1D1 modulator: -1.5; ssDAF-12 act: -1.3

Results for CCN(CC)CCCNc1nnc(C)c(=O)[nH]1 ?
hgDAF-12 ag: -0.3; MBD2 inh: 0.7; DAX1 inh-1: -0.2; ADAM17 inh: -3.0; SMARCA2 act: -1.3; DAX1 inh-2: 0.6; hcDAF-12 act: -0.3; PLCg1 inh: -0.5; PLCb3 inh: -2.0; NR1D1 modulator: -1.1; ssDAF-12 act: -0.8

How did CNC(=O)C(=O)Nc1cc2c3c(c1)CCC(=O)N3CCC2 do in these assays?
hgDAF-12 ag: 4.2; MBD2 inh: 1.3; DAX1 inh-1: 0.8; ADAM17 inh: -2.8; SMARCA2 act: 0.8; DAX1 inh-2: -0.6; hcDAF-12 act: 0.6; PLCg1 inh: -0.7; PLCb3 inh: -4.9; NR1D1 modulator: -0.6; ssDAF-12 act: -0.9

Results for CCN1CCN(S(=O)(=O)c2ccc(Cl)c(C(=O)NC(C)c3ccccc3Cl)c2)CC1 (stereo not drawn) ?
hgDAF-12 ag: -1.0; MBD2 inh: 1.6; DAX1 inh-1: 1.4; ADAM17 inh: -2.4; SMARCA2 act: -1.8; DAX1 inh-2: 1.4; hcDAF-12 act: 2.2; PLCg1 inh: 5.7; PLCb3 inh: 2.5; NR1D1 modulator: 9.3; ssDAF-12 act: -0.8

Results for COc1ccc(C(CNC(=O)C2CCN(S(=O)(=O)c3ccc(F)cc3)CC2)N(C)C)cc1 (stereo not drawn) ?
hgDAF-12 ag: 4.2; MBD2 inh: -9.1; DAX1 inh-1: -0.2; ADAM17 inh: 1.1; SMARCA2 act: -1.3; DAX1 inh-2: 0.3; hcDAF-12 act: -0.4; PLCg1 inh: 9.2; PLCb3 inh: -7.5; NR1D1 modulator: -0.7; ssDAF-12 act: -0.5

Results for N#Cc1ccc(-c2nc3ccc(Br)cn3c2Cc2ccccc2C(F)(F)F)cc1 ?
hgDAF-12 ag: 6.0; MBD2 inh: -3.3; ADAM17 inh: 0.9; SMARCA2 act: -0.5; DAX1 inh-2: -0.3; hcDAF-12 act: -1.0; PLCg1 inh: -21.3; PLCb3 inh: -31.3; NR1D1 modulator: 6.6; ssDAF-12 act: -0.9

What do the screens show for `CN(C)CCNC(=O)c1cc2c(s1)-c1ccc(Cl)cc1SC2`?
hgDAF-12 ag: -17.3; MBD2 inh: -1.8; DAX1 inh-1: 0.5; ADAM17 inh: -377.9; SMARCA2 act: -7.3; DAX1 inh-2: -1.7; hcDAF-12 act: -2.8; PLCg1 inh: -417.4; PLCb3 inh: -497.6; NR1D1 modulator: -3.2; ssDAF-12 act: -0.9

How did CC(C)Oc1cccc(C(=O)C2CCCN(Cc3ccc4nonc4c3)C2)c1 (stereo not drawn) do in these assays?
hgDAF-12 ag: 0.2; MBD2 inh: -2.9; DAX1 inh-1: 0.2; ADAM17 inh: -0.3; SMARCA2 act: -2.5; DAX1 inh-2: -0.6; hcDAF-12 act: 1.0; PLCg1 inh: -0.1; PLCb3 inh: 4.2; NR1D1 modulator: -2.7; ssDAF-12 act: -1.0

What do the screens show for `O=C1C2C(c3cccc(/C=C/c4ccccc4)c3)CC=CC2C(c2ccc3ccccc3c2)N1Cc1ccccc1` (stereo not drawn)?
hgDAF-12 ag: -0.3; MBD2 inh: -4.5; DAX1 inh-1: 0.5; ADAM17 inh: -3.6; SMARCA2 act: 0.7; DAX1 inh-2: 0.6; hcDAF-12 act: -0.7; PLCg1 inh: 0.9; PLCb3 inh: -2.5; NR1D1 modulator: -3.5; ssDAF-12 act: -1.2

How did Fc1ccc(NCc2nnc(SCc3nnc(-c4ccccc4)o3)n2CC2CCCO2)cc1 (stereo not drawn) do in these assays?
hgDAF-12 ag: -1.2; MBD2 inh: -4.1; DAX1 inh-1: -0.3; ADAM17 inh: 0.6; SMARCA2 act: -2.7; DAX1 inh-2: 0.5; hcDAF-12 act: -0.8; PLCg1 inh: 2.8; PLCb3 inh: -0.4; NR1D1 modulator: 1.9; ssDAF-12 act: -0.8

Three compounds from above, ordered by number of heavy atoms, smallest number first.
Results for Cc1ccccc1CSCCNC(=S)Nc1ccccc1 ?
hgDAF-12 ag: -0.9; MBD2 inh: -0.8; DAX1 inh-1: 0.8; ADAM17 inh: -0.8; SMARCA2 act: 2.5; DAX1 inh-2: -0.5; hcDAF-12 act: -2.1; PLCg1 inh: -2.0; PLCb3 inh: -1.3; NR1D1 modulator: -1.5; ssDAF-12 act: -1.3

Results for N#Cc1ccc(-c2nc3ccc(Br)cn3c2Cc2ccccc2C(F)(F)F)cc1 ?
hgDAF-12 ag: 6.0; MBD2 inh: -3.3; ADAM17 inh: 0.9; SMARCA2 act: -0.5; DAX1 inh-2: -0.3; hcDAF-12 act: -1.0; PLCg1 inh: -21.3; PLCb3 inh: -31.3; NR1D1 modulator: 6.6; ssDAF-12 act: -0.9

Results for COc1ccc(C(CNC(=O)C2CCN(S(=O)(=O)c3ccc(F)cc3)CC2)N(C)C)cc1 (stereo not drawn) ?
hgDAF-12 ag: 4.2; MBD2 inh: -9.1; DAX1 inh-1: -0.2; ADAM17 inh: 1.1; SMARCA2 act: -1.3; DAX1 inh-2: 0.3; hcDAF-12 act: -0.4; PLCg1 inh: 9.2; PLCb3 inh: -7.5; NR1D1 modulator: -0.7; ssDAF-12 act: -0.5

Further compounds.
What do the screens show for `CCN(CC(=O)Nc1c(F)cccc1F)C(=O)CSc1nc2ccccc2o1`?
hgDAF-12 ag: -1.0; MBD2 inh: -1.1; DAX1 inh-1: -0.1; ADAM17 inh: -6.8; SMARCA2 act: -0.2; DAX1 inh-2: 1.6; hcDAF-12 act: 0.8; PLCg1 inh: -2.3; PLCb3 inh: -6.7; NR1D1 modulator: -3.1; ssDAF-12 act: -0.6

How did Cc1cccc(NS(=O)(=O)c2ccc(C(=O)N3CCN(c4ccccc4O)CC3)cc2)c1C do in these assays?
hgDAF-12 ag: -2.8; MBD2 inh: -9.9; DAX1 inh-1: 0.2; ADAM17 inh: 6.0; SMARCA2 act: -2.7; DAX1 inh-2: -2.9; hcDAF-12 act: -1.7; PLCg1 inh: -0.1; PLCb3 inh: -7.5; NR1D1 modulator: -1.5; ssDAF-12 act: -1.6

What do the screens show for `Cn1nc(C(F)(F)F)c(-c2ccc(F)cc2)c1NC(=O)Nc1ccc(F)cc1`?
hgDAF-12 ag: 0.2; MBD2 inh: -4.5; ADAM17 inh: 1.6; SMARCA2 act: -4.2; DAX1 inh-2: -0.4; hcDAF-12 act: 0.0; PLCg1 inh: -2.0; PLCb3 inh: -2.4; NR1D1 modulator: -2.2; ssDAF-12 act: -0.2

Results for CN(C)c1ccc(C(=O)OCC(=O)NCCNC(=O)COC(=O)c2ccc(N(C)C)cc2)cc1 ?
hgDAF-12 ag: -1.5; MBD2 inh: -5.4; DAX1 inh-1: 0.1; ADAM17 inh: 0.9; SMARCA2 act: -0.4; DAX1 inh-2: 0.1; hcDAF-12 act: 0.3; PLCg1 inh: 5.0; PLCb3 inh: -1.6; NR1D1 modulator: 6.4; ssDAF-12 act: -0.7

What do the screens show for `O=C(Nc1ccc(Cl)cc1)Nc1nnc(-c2ccncc2)s1`?
hgDAF-12 ag: -0.4; MBD2 inh: 2.0; DAX1 inh-1: -1.3; ADAM17 inh: -1.4; SMARCA2 act: -0.6; DAX1 inh-2: -0.4; hcDAF-12 act: 4.7; PLCg1 inh: 1.2; PLCb3 inh: 1.4; NR1D1 modulator: -21.2; ssDAF-12 act: -0.7

How did CSc1ncc(Cl)c(C(=O)Nc2ccccc2Cl)n1 do in these assays?
hgDAF-12 ag: -4.4; MBD2 inh: 4.3; DAX1 inh-1: 2.5; ADAM17 inh: 0.1; SMARCA2 act: -1.0; DAX1 inh-2: 0.3; hcDAF-12 act: 2.6; PLCg1 inh: 3.1; PLCb3 inh: 2.8; NR1D1 modulator: 3.3; ssDAF-12 act: -1.6

Results for CC(C)c1ccccc1NC(=O)c1ccco1 ?
hgDAF-12 ag: 3.7; MBD2 inh: 4.6; DAX1 inh-1: 0.4; ADAM17 inh: 1.0; SMARCA2 act: 0.4; DAX1 inh-2: 1.0; hcDAF-12 act: -1.2; PLCg1 inh: -1.1; PLCb3 inh: -0.1; NR1D1 modulator: -4.5; ssDAF-12 act: -0.9

Results for Cc1cc(C)n(-c2ccc(C(=O)Nc3ccc(C)c(S(=O)(=O)N(C)C)c3)cc2)n1 ?
hgDAF-12 ag: -7.5; MBD2 inh: 0.5; DAX1 inh-1: -4.5; ADAM17 inh: 1.0; SMARCA2 act: -3.2; DAX1 inh-2: -2.7; hcDAF-12 act: -6.4; PLCg1 inh: 2.0; PLCb3 inh: 1.2; NR1D1 modulator: 2.5; ssDAF-12 act: -2.8

How did CCCn1c(/N=C/c2cc(OC)ccc2O)nc2ccccc21 do in these assays?
hgDAF-12 ag: 1.7; MBD2 inh: -1.9; DAX1 inh-1: 0.5; ADAM17 inh: -4.8; SMARCA2 act: 0.2; DAX1 inh-2: 0.2; hcDAF-12 act: -0.7; PLCg1 inh: -11.3; PLCb3 inh: -13.8; NR1D1 modulator: 0.5; ssDAF-12 act: -1.2

How did COc1ccc(NC(=O)CN2CCN(C(=O)c3ccco3)CC2)c(OC)c1 do in these assays?
hgDAF-12 ag: -0.2; MBD2 inh: -2.0; DAX1 inh-1: -0.4; ADAM17 inh: 1.0; SMARCA2 act: -1.1; DAX1 inh-2: 0.4; hcDAF-12 act: 0.8; PLCg1 inh: 1.2; PLCb3 inh: 3.2; NR1D1 modulator: -5.9; ssDAF-12 act: -0.9

Results for CC(C)c1nc(SCC(=O)Nc2cccc(C(F)(F)F)c2)c2c(=O)n(C)c(=O)n(C)c2n1 ?
hgDAF-12 ag: -3.3; MBD2 inh: -5.3; DAX1 inh-1: 0.1; ADAM17 inh: 1.3; SMARCA2 act: 1.0; DAX1 inh-2: -1.2; hcDAF-12 act: 2.0; PLCg1 inh: 0.5; PLCb3 inh: 4.5; NR1D1 modulator: 6.0; ssDAF-12 act: -0.5

Results for COC(=O)[C@@H](Cc1c[nH]c2ccccc12)NC(=O)CCC(=O)c1ccc(F)cc1 ?
hgDAF-12 ag: -0.2; MBD2 inh: 4.8; DAX1 inh-1: 0.1; ADAM17 inh: -4.3; SMARCA2 act: -2.5; DAX1 inh-2: -0.2; hcDAF-12 act: 5.6*; PLCg1 inh: -1.4; PLCb3 inh: -14.7; NR1D1 modulator: -3.0; ssDAF-12 act: -0.4
